TRPC4 block = inhibitors of mouse TRPC4 channel, primary screen, Fluo4 calcium, HEK293 TRPC4beta/mu-opioid cells | 300,000 compounds, 0.39% hits | Short transient receptor potential channel 4 (Mus musculus), Q9QUQ5 | B-score at 10 µM | DAMGO-evoked Fluo4 calcium flux; hits give low values | AID 2247, 2010;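 active means B-score over 3 SD under the library average, no early fluorescence shift, positive overall ratio signal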
Target sequence (Q9QUQ5 whole entry, looked up): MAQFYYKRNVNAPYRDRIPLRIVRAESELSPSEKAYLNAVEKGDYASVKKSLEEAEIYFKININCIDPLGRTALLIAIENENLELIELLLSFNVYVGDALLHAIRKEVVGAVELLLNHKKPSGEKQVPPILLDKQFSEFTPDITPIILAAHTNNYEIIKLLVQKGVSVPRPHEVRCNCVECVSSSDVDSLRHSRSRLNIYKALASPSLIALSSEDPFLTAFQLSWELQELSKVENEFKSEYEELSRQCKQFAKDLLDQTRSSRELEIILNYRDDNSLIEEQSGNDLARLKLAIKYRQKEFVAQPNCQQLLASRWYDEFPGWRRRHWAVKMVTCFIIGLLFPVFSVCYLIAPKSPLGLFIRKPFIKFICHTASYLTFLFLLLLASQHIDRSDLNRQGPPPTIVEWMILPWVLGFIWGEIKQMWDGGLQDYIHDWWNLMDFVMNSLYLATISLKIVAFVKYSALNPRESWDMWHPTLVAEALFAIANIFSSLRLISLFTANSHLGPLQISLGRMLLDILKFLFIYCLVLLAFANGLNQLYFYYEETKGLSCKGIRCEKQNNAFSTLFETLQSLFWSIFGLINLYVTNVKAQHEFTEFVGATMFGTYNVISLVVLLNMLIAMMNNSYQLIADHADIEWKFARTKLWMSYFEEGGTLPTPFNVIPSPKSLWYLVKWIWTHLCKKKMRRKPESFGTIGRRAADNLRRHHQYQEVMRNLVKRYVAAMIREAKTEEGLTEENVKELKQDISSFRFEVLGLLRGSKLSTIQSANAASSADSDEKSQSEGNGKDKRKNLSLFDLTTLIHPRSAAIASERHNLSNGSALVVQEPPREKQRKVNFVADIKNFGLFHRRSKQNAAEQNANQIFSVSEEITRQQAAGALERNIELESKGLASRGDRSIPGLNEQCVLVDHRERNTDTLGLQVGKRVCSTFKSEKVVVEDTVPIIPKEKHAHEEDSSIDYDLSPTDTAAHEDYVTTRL
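Assay system – HEK293 line stably carrying TRPC4beta and mu-opioid receptor · Doses – single dose · Detection – Fluo4 calcium-dye fluorescence, kinetic read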
TRPC4 act = activators of mouse TRPC4 channel, primary screen, Fluo4 calcium, HEK293 TRPC4beta/mu-opioid cells | Short transient receptor potential channel 4 (Mus musculus), Q9QUQ5 | Fluo4 calcium fluorescence; hits give high values | B-score at 10 µM | 310,000 compounds, 0.49% hits | AID 2237, 2010;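 active means B-score above 5 SD of library B-scores, and initial fluorescence ratio not above library mean plus 5 SD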;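 further: positive B-score marks a calcium rise read as TRPC4 activation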
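Assay system: HEK293 stable line with TRPC4beta plus mu-opioid receptor. Times: dye 45 min RT, read 110 s. Measured by: kinetic Fluo4 calcium fluorescence. Measure: B score of integrated ratio. Controls: assay buffer as low control, maximal DAMGO as high control.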
AI-2 QS mod = Vibrio harveyi AI-2 quorum sensing modulators, primary screen, JMH597 strain, luminescence/OD600 ratio | activity change, % at 7.5 µM | Vibrio harveyi JMH597 AI-2 luminescence/OD600 ratio, 9 h; hits give low values; strain lacks LuxN and CqsS sensors; 0 = neutral-control median | 300,000 compounds, 0.4% hits | AID 2094, 2009; in the data active means activity change below about -75%, passing the limit was not always enough; inconclusive means no clear call, values can overlap the other calls;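 further: luminescence divided by OD600 gain over 9 h not by final OD600 alone; inactives centre near 13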
MrgX1 PAM = positive allosteric modulators of MrgX1, primary screen, HEK293 cells, Fluo-4 calcium flux; FDSS; hits give high values; B-score at 10 µM; 310,000 compounds, 0.63% hits; AID 588675, 2011;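 active means plate-corrected calcium response at least 3 library SD above typical, normal starting fluorescence, not activating the receptor alone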;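 further: compound read alongside a low EC10 to EC30 dose of BAM8-22 agonist; peak minus trough fluorescence over baseline measured at the second addition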
MrgX1 antagonist = antagonists of human MrgX1 receptor, primary screen, HEK293 cells, Fluo-4 calcium flux. AID 588676, 2011. B-score at 10 µM. Mas-related G-protein coupled receptor member X1 (Homo sapiens), Q96LB2. BAM8-22 antagonism; hits give low values. 310,000 compounds, 1.3% hits;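 active means calcium-response B-score plate-corrected more than 3 library SD below zero, starting fluorescence within 5 deviations, no agonist response on first addition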;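 further: peak minus trough fluorescence over baseline after final BAM8-22 challenge near maximal dose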
TRPC6 inh = mouse TRPC6 channel inhibitors, primary screen, cell-based, HEK293, membrane potential dye; 310,000 compounds, 1.1% hits; B-score at 10 µM; ACh-evoked depolarization; hits give low values;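 active means B-score under library mean minus 3 SD, initial fluorescence not abnormally high, positive integrated signal ratio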;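 further: B-score derived from integrated fluorescence ratio over the kinetic read; more negative B-score means stronger inhibition of depolarization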
MrgX1 ag = agonists of human MrgX1 receptor, primary screen, HEK293 cells, Fluo-4 calcium flux | Mas-related G-protein coupled receptor member X1 (Homo sapiens), Q96LB2 | Fluo-4 calcium fluorescence, agonist mode; hits give high values | B-score at 10 µM | 310,000 compounds, 0.44% hits | AID 588627, 2011;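 active means calcium response B-score plate-corrected fluorescence ratio at least 3 library SD, with starting fluorescence B-score inside 5 SD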
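Test system: Stable human MrgX1 HEK293 cell line | Schedule: Overnight plating before 1 h dye loading | Read-out basis: Baseline-normalised fluorescence change ratio, B-scored | Detection: Kinetic calcium dye fluorescence, Fluo-4 NW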
HIF act = HIF pathway transcriptional activators, primary screen, cell-based, U2OS HRE-luciferase, luminescence | activation, % at 7.5 µM (by protocol) | U2OS HRE-luciferase reporter; normalized: DMSO 0%, desferrioxamine 100% | 300,000 compounds, 0.32% hits;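 active means mean activation of at least 10% of the iron chelator positive control signal, with at least half of replicates also reaching 10%; inconclusive means mean and replicate majority disagree about reaching 10%; inactive means mean and most replicates under 10%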
PolyA inh = polyadenylation inhibitors in yeast reporter cells, primary screen, luminescence, S. cerevisiae | S. cerevisiae SKY197-pL101 polyadenylation reporter, beta-gal luminescence; efflux-impaired pdr1/pdr3 knockout yeast; score 100 = 6 SD above DMSO | calls only at 12 µM | 300,000 compounds, 0.02% hits;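 active means lowest replicate activity score at least 50, where 100 means six control SD above control mean; inconclusive means lowest score under 50 but half or more replicates reach 50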;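 further: yeast exposed to compound for 9 h at 30 °C; higher score means more reporter readthrough which indicates perturbed polyadenylation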
TRPC4 potent = positive allosteric modulators of TRPC4, primary screen, cell-based, mouse TRPC4beta, HEK293 mu-opioid, Fluo-4 calcium | DAMGO EC20, Fluo-4 Ca2+ flux; hits give high values | B-score at 10 µM | 310,000 compounds, 0.42% hits;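 active means B-score of calcium response area above 5 SD of library B-scores, with initial fluorescence ratio within 5 SD of library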;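 further: B-score of integrated fluorescence ratio over time as area under calcium response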
TRPC6 act = mouse TRPC6 channel activators, primary screen, cell-based, HEK293, membrane potential dye | Short transient receptor potential channel 6 (Mus musculus), Q61143 | HEK293-TRPC6 membrane potential dye fluorescence; hits give high values | B-score at 10 µM | 310,000 compounds, 0.13% hits;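 active means B-score of the integrated fluorescence ratio above library mean plus 3 SD, and starting fluorescence ratio within library mean plus 5 SD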;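 further: higher score means more depolarization so channel activation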
Numbers without * were called inactive; i = inactive; ? = inconclusive; . = no result given; & = joins results of further samples. A portion of the library; rates above refer to the full screens.

structure	AI-2 QS mod	TRPC4 block	MrgX1 PAM	TRPC4 potent	PolyA inh	MrgX1 ag	TRPC6 inh	MrgX1 antagonist	TRPC6 act	TRPC4 act	HIF act
COc1cccc(CN(C)S(=O)(=O)c2cccs2)c1	6	i	i	i	i	i	i	i	i	i	0.7
CCCc1nc(SCc2ccccc2Cl)n[nH]1	6	i	i	i	i	i	i	i	i	i	-6.2
COc1ccc(S(=O)(=O)NC(N)=NCCc2ccccc2OC)cc1	-2	i	i	i	i	i	i	i	i	i	0.2
Cc1cccc(NC(=O)Nc2cnccn2)c1	18	i	i	i	i	i	i	i	i	i	0.6
O=C(Nc1cc2cc([N+](=O)[O-])ccc2oc1=O)c1cccs1	11	i	i	i	i	i	i	i	i	i	0.8
CC(C)N(Cc1ccccc1)C(=S)NC(=O)C1(C)CC1(Cl)Cl (stereo unspecified)	23	i	i	i	i	i	i	i	i	i	-0.1
O=C(COc1ccc2ccc(=O)oc2c1)NC1CCCC1	1	i	i	i	i	i	i	i	i	i	1.9
O=C(/C=C/c1c(F)cccc1Cl)NCc1ccco1	-69	i	i	i	i	i	i	-4.5*	i	i	0.4
CCCCOC(=O)Nc1ccc(N2CCOCC2)cc1	13	i	i	i	i	i	i	i	i	i	1.1
COc1ccc(Nc2nc3ccc(C)cc3n3cnnc23)cc1Cl	2	i	i	i	i	i	i	i	i	i	1.2
CCOC(=O)N1CCN(Cc2nc(-c3cccs3)no2)CC1	13	i	i	i	i	i	i	i	i	i	1.6
O=C(O)c1ccc(N2C(=O)CC(N3CCC(c4nc5ccccc5[nH]4)CC3)C2=O)cc1 (stereo unspecified)	5	i	i	i	i	i	i	i	i	i	-0.1
Cc1sc(NC(=O)CSc2ncn(-c3ccccc3)n2)nc1-c1ccccc1	33	i	i	i	i	i	i	i	i	i	-0.8
CCCCn1c(=O)[nH]c(=O)c2c1nc(-c1cc3c(cc1Br)OCO3)n2C	22	i	i	i	i	i	i	i	i	i	-0.9
O=C(CCN1CCCCO1)N1CCCC(Nc2cccc(F)c2)C1 (stereo unspecified)	23	i	i	i	i	i	i	i	i	i	0.0
O=C(Nc1ccc(Oc2ccccc2)cc1)C1CCN(c2c3c(nc4ncnn24)CCC3)CC1	-66	i	i	i	.	i	i	i	i	i	0.1
CCSc1nnc(NC(=O)c2ccccn2)s1	-121*	i	i	i	i	i	i	i	i	i	-29
COc1ccc(N2C(=O)c3ccccc3NC2c2ccc(OC)c(Cn3cc([N+](=O)[O-])cn3)c2)cc1 (stereo unspecified)	5	i	i	i	i	i	i	i	i	i	1.7
O=C(C[n+]1ccc2ccccc2c1)c1ccc(NC(=O)c2ccccc2)cc1	16	i	i	i	i	i	i	i	i	i	0.7
CCCc1cc(=O)oc2cc(OC(=O)CN3C(=O)NC4(CCCC4)C3=O)ccc12	61	i	i	i	i	i	i	-8.6*	i	i	0.0
COc1cccc(NC(=O)CNC(=O)Cn2cnc3sc4c(c3c2=O)CCCC4)c1	34	i	i	i	i	i	i	i	i	i	-0.2
CCOc1ccccc1NC(=O)CSc1nnc(CNC(=O)c2ccccc2F)o1	16	i	i	i	i	i	i	i	i	i	-1.0
CSCCC(NC(=O)COc1ccccc1)C(=O)O (stereo unspecified)	21	i	i	i	i	i	i	i	i	i	-0.2
CN(C(=O)COC(=O)COc1ccccc1Cc1ccccc1)c1ccccc1	-16	i	i	i	i	i	i	i	i	i	0.9
O=C(NN1CCOCC1)c1ccc(Cl)cc1Cl	18	i	i	i	i	i	i	i	i	i	-0.1
CC1=CCC2C(=O)N(CCc3c[nH]c4ccccc34)C(=O)C2C1 (stereo unspecified)	21	i	i	i	i	i	i	i	i	i	1.0
Cn1c2c(c(O)c(-c3ccccc3)c1=O)C(=O)CC(C)(C)C2	0	i	i	i	i	i	i	i	i	i	0.5
Cc1ccc(Cn2c([N+](=O)[O-])cnc2C)cc1	9	i	i	i	i	i	i	i	i	i	-1.9
CCC1CCCCN1CCCNC(=O)C1CCN(Cc2nc(-c3ccc(Cl)cc3)oc2C)CC1 (stereo unspecified)	21	i	i	i	i	i	i	i	i	i	-0.4
COc1ccc(CCNC(=O)CSc2nnc3ccc(-c4cccnc4)nn23)cc1OC	15	i	i	i	i	i	i	i	i	i	0.0
Cc1ccc(N(CC(=O)Nc2ccc3c(c2)OCCO3)S(=O)(=O)c2c(C)n[nH]c2C)cc1	4	i	i	i	i	i	i	i	i	i	0.5
CC(=O)NCCOC(=O)Nc1cccnc1	4	i	i	i	i	i	i	i	i	i	-0.2
CC(C)(C)c1cc[n+](-c2[nH]c(=O)sc2/C=N/NC([S-])=Nc2ccccc2)cc1	18	i	i	i	i	i	i	i	i	i	-0.1
Cc1nn2c(NCc3ccccn3)cc(C(C)C)nc2c1-c1ccccc1	.	i	i	i	i	i	i	i	i	i	-0.1
Cc1ccc(/C=C/C(=O)NCCCN2CCN(CCCNC(=O)/C=C/c3ccc(C)cc3)CC2)cc1	14	i	i	i	i	i	i	i	i	i	-0.3
CCOc1ccc(N2C(=O)CC(N)C2=O)cc1 (stereo unspecified)	-10	i	i	i	.	i	i	i	i	i	.
COc1ccc(C(=O)C[n+]2cc(-c3ccc(OC)cc3)n3c2CCCC3)cc1	7&12	i	i	i	i	i	i	i	i	i	-0.1&-0.1
CC(=O)Nc1cccc(C(=O)N/N=C/c2cccc(C)n2)c1	5	i	i	i	i	i	i	i	i	i	-0.7
CCOCCCNC(=O)c1[nH]c(C)c(C(C)=O)c1C	26	i	i	i	i	i	i	i	i	i	-1.8
COC(=O)c1ccc(CNC(=O)COC(=O)C2CCC(C(C)(C)C)CC2)cc1 (stereo unspecified)	34	i	i	i	i	i	i	i	i	i	-0.1
CCN(C(=O)N1CCOCC1)c1ccccc1C	8	i	i	i	i	i	i	i	i	i	-0.6
COc1ccc2ccccc2c1CNc1nnnn1C	12	i	i	i	i	i	i	i	i	i	-0.6
CC(C)(C)n1nc2c(c1NC(=O)c1ccc(Br)cc1)CS(=O)C2 (stereo unspecified)	9	i	i	i	i	i	i	i	i	i	-0.2
COC(=O)C1=C(N)OC2=C(C(=O)CC(C)(C)C2)C1c1ccoc1 (stereo unspecified)	17	i	i	i	i	i	i	i	i	i	-0.1
COCCNC(=O)COC(=O)c1cccnc1SC	16	i	i	i	i	i	i	i	i	i	0.7
CC1CCN(C(=O)Cn2c(SCC(=O)Nc3nccs3)nc3ccccc32)CC1	22	i	i	i	i	i	i	i	i	i	-0.3
COc1ccc(OC)c(NC(=O)c2nc(-c3ccccc3)oc2C)c1	3	i	i	i	i	i	i	i	i	i	0.1
CCOc1ccc(/C(C)=N/NC(=O)C(OC)c2ccccc2)cc1 (stereo unspecified)	4	i	i	i	i	i	i	i	i	i	-0.3
COc1cccc(CN(C)C(=O)c2cc(S(=O)(=O)N3CCN(c4ccccc4)CC3)ccc2Cl)c1	12	i	i	i	i	i	i	i	i	i	0.9
NC(=O)COc1ccc(/C=N\NC(=O)c2ccc(-c3ccccc3)cc2)cc1	4	i	i	i	i	i	i	i	i	i	0.0
Cc1ccc(-n2[nH]c(C)c(C=Nc3ccc(C)cn3)c2=O)cc1	11	i	i	i	i	i	i	i	i	i	0.1
CSc1nc2ccc(NC(=O)C3CC(=O)N(Cc4ccco4)C3)cc2s1 (stereo unspecified)	126	i	i	i	i	i	i	i	i	i	-19
CC1CN(C(=O)c2nn(C)cc2[N+](=O)[O-])CC(C)O1 (stereo unspecified)	35	i	i	i	i	i	i	i	i	i	0.3
O=C(Oc1ccccc1)c1cc2ccccc2o1	?	i	i	i	i	i	i	i	i	i	0.2
O=C(c1cc([N+](=O)[O-])ccc1Cl)N1CCc2ccccc21	-4	i	i	i	i	i	i	i	i	i	1.9
O=c1[nH]c2ccsc2c(=O)n1CCO	.	i	i	i	i	i	i	i	i	i	-0.7
CCOc1ccc(NC(=S)Nc2cc(-c3ccccc3)[nH]n2)cc1	22	i	i	i	i	i	i	i	i	i	0.8
CC(=O)N(C)c1ccc(NC(=O)Nc2ccc(Cl)cc2)cc1	-6	i	i	i	i	i	i	i	i	i	3.6
Cc1c(C(=O)N/N=C/c2ccc(N(C)C)cc2)[nH]c2ccc(Cl)cc12	20	i	i	i	i	i	i	i	i	i	1.1

Full records, looked up by structure. Screens in order: AI-2 QS mod | TRPC4 block | MrgX1 PAM | TRPC4 potent | PolyA inh | MrgX1 ag | TRPC6 inh | MrgX1 antagonist | TRPC6 act | TRPC4 act | HIF act
`COC(=O)C1=C(N)OC2=C(C(=O)CC(C)(C)C2)C1c1ccoc1` (stereo unspecified) as listed: 17 | i | i | i | i | i | i | i | i | i | -0.1
`CC(=O)NCCOC(=O)Nc1cccnc1` as listed: 4 | i | i | i | i | i | i | i | i | i | -0.2

Screening data (PubChem BioAssay)
